RAD52 inh = RAD52 DNA annealing inhibitors, primary screen, biochemical, FRET, single point, set 2. DNA repair protein RAD52 homolog (Homo sapiens), P43351. inhibition, % at 18.7 µM. hit rate 0.46% among 360,000. recombinant RAD52 DNA annealing, FRET fluorescence;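 active = every replicate showing at least 50% inhibition; inconclusive = mean inhibition at least 50% but not in every replicate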
Target sequence (P43351 whole entry, looked up): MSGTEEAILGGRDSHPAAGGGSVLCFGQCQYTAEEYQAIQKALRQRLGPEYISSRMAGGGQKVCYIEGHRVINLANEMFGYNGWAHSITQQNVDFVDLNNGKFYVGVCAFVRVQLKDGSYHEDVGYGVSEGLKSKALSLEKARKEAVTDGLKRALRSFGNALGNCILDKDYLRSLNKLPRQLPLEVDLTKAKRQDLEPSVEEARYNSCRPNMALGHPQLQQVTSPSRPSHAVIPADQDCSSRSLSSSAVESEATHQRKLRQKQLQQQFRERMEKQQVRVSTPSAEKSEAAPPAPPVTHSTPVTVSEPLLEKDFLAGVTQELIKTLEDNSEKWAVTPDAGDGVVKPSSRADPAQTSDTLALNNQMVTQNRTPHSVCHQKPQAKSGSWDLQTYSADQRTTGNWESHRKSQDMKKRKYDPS
XiGFP reactiv = activators of inactive X chromosome reactivation, primary screen, imaging, XiGFP fibroblasts, GFP high-content imaging, set 2 | XiGFP mouse fibroblasts, % GFP-positive cells imaging, 3 d; cells co-treated with 5-aza-dC sensitizer; scaled so ellipticine positive control = 100% | activation, % at 7.58 µM | hit rate 0.055% among 360,000;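 active = mean normalized replicate activation at least 10% and every replicate at or above 10%; inconclusive = only one of the two criteria met; inactive = mean below 10% and not all replicates reach 10%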;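 also: 0% = median of on-plate neutral control wells and 100% = ellipticine 6 µM median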
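System: 68-5-11 XiGFP fibroblast line; Timing: 3 days compound exposure; Compound dosing: one concentration, pinned; Benchmarks: positive control ellipticine, 6 µM final; Buffer or medium: DMEM containing 5-aza-dC.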
FN deposition inh = inhibitors of fibronectin matrix deposition, primary screen, AH1F cells, Alexa488-fibronectin fluorescence, plate reader; AH1F fibroblasts, overnight; inhibition, % at 12.6 µM; hit rate 0.086% among 350,000;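 active = mean inhibition across replicates of 30% or more, regardless of how many single replicates reach that level; inconclusive = mean under 30% yet at least half of replicates reach 30%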;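 also: positive control wells lacked labelled fibronectin entirely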
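Test system: AH1F fibroblast monolayer depositing Alexa488-labelled fibronectin into matrix. Input: 10000 cells per well. Technique: fluorescence, ex 485 nm, em 525 nm. Buffer or medium: DMEM plus 2% serum, read in PBS. Timing: 1 h cell adhesion before compound, then overnight fibronectin incubation. Compound: single dose, pinned. Read-out basis: inhibition from reduced deposited-fibronectin fluorescence.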
RAD54 branch = inhibitors of human RAD54 branch migration, primary screen, biochemical, fluorescence, single point. DNA repair and recombination protein RAD54-like (Homo sapiens), Q92698. RAD54 Holliday junction branch migration, FAM/BHQ fluorescence. inhibition, % at 10.4 µM. hit rate 0.14% among 360,000. AID 602329, 2012;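 active = mean normalized replicate activity at least 40 and at least half of replicates scoring 40 or more; inconclusive = only one of the two criteria met; inactive = mean below 40 and under half of replicates reaching 40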;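 also: 0% = median of neutral control wells and 100% = median of positive control wells; inhibitors cause a drop in the FAM fluorescence signal; in these data hits start at about 50%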
S100A4 inh HTS = inhibitors of S100A4-myosin IIA peptide binding, primary screen, biochemical, fluorescence polarization, TAMRA-MyoIIA peptide. inhibition, % at 10.7 µM. hit rate 0.14% among 360,000. Protein S100-A4 (Homo sapiens), P26447;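 active = mean inhibition of at least 70% across replicates, with every replicate also reaching that level; inconclusive = mean inhibition reaches 70% but some replicates fall short; inactive = mean inhibition below 70%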
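assay system = human S100A4 monomer with TAMRA-labelled myosin IIA peptide | also added = labelled myosin peptide probe, 5 nM | incubation = 5 min between mix addition and reading | control set = DMSO and TFP controls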
E-sel inducer = E-selectin induction in HUVECs, primary screen, imaging, HUVEC, immunofluorescence imaging, single point. normalized: neutral wells 0, TNF-alpha wells 100. activation, % at 7.58 µM. hit rate 0.37% among 260,000. AID 686992, 2013;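 active = mean E-selectin-positive cell signal at least 10% of the positive control, reached in at least 60% of replicates, without over 20% cell loss; inconclusive = no rule given, readout overlaps actives, possibly toxicity-flagged; inactive = the rest, including those meeting only one limit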;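 also: in these data hits start at about 27%; measured in HUVEC primary endothelial cells; signal is the percent of cells scored E-selectin positive by PE staining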
Target sequence (P16581 whole entry, looked up): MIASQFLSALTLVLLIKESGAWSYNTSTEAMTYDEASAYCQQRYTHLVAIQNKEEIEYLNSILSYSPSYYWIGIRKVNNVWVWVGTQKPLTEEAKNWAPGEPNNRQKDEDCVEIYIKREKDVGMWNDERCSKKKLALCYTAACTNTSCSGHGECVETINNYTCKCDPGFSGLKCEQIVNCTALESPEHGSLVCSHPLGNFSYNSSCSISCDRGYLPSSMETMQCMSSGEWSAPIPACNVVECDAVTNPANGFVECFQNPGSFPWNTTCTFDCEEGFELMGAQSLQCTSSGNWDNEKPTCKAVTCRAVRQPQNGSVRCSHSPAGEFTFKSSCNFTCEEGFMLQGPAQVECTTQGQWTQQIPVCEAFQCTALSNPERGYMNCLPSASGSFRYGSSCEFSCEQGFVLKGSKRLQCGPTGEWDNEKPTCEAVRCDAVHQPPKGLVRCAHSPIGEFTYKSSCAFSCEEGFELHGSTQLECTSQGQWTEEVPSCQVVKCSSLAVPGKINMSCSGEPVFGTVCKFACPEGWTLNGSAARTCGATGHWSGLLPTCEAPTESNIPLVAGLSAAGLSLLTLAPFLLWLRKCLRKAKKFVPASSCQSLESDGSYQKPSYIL
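Material: HUVEC primary endothelial cells; Amount: 3,000 cells per well; Dosing: single concentration; Medium: EGM-2 growth medium on 0.1% gelatin-coated wells; Read-out basis: percent E-selectin-positive cells; Signal: immunofluorescence imaging; Control set: TNF-alpha, DMSO.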
esBAF inh = Bmi1 luciferase reporter increase in mESCs, primary screen, esBAF inhibitor project, mouse ES cells, Bmi1 luciferase knock-in, single point | 24 h; 100% = twice the neutral-well signal | reporter increase, % at 12.5 µM | hit rate 2% among 350,000 | AID 602393, 2012; in the data active = activation above about 40%; inconclusive = no clear call, values can overlap the other calls;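 also: 0% = median of the plate's neutral control wells and 100% = double that signal; a rise in the Bmi1 reporter signal indicates esBAF inhibition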
EWS-Fli inh = EWS/Fli-driven NR0B1 reporter inhibitors, primary screen, A673 cells, NR0B1 luciferase, luminescence, MLPCN library; viability-normalised; inhibition, % at 12.6 µM; hit rate 0.67% among 350,000; AID 651661, 2012;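 active = mean inhibition of at least 50% after viability correction, with every replicate also passing that limit; inconclusive = mean reaches 50% but only one of two replicates passes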;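 also: firefly luciferase signal divided by Alamar Blue viability fluorescence both relative to DMSO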
Active calls of the source: *; ? = inconclusive; . = not tested or not shown; & = joins results of further samples.

Fields: RAD52 inh	XiGFP reactiv	FN deposition inh	RAD54 branch	S100A4 inh HTS	E-sel inducer	esBAF inh	EWS-Fli inh
> c1ccc(COC2CCCN(Cc3nc(-c4cnccn4)no3)C2)cc1 (stereo not given)
  -6.5	-0.3	8.0	0.9	11.4	-0.6	-3.6	4.0
> COc1ccc(-c2csc3nc(C(C)C)oc(=O)c23)cc1OC
  -15.9	0.1	-5.1	-7.9	-3.5	.	3.7	3.9
> Cc1noc(C)c1CSc1nc2sc(C)c(C)c2c(=O)n1C1CCCC1
  -10.5	.	7.4	-5.0	1.8	.	-16.4	.
> C[C@H]1CN([C@@H](C)CO)C(=O)Cc2cc(NS(=O)(=O)c3cccs3)ccc2O[C@H]1CN(C)Cc1ccccc1
  11.8	.	.	-10.1	-6.2	.	-7.5	-1.0
> COc1ccc(CCN=C(N)NS(=O)(=O)c2ccc(OC)cc2)cc1
  .	0.3	3.0	-7.6	.	0.1	.	.
> CCCCN(CC)C(=O)Cn1cnc2sc(C)c(S(=O)(=O)N3CCC(C)CC3)c2c1=O
  -29.0	-0.1	1.4	-2.5	-7.8	.	-1.8	1.6
> O=C(C1CCC1)N1C[C@@H]2[C@H](c3ccccc31)[C@@H](CO)N2S(=O)(=O)c1ccccc1
  9.3	0.5	.	-1.1	3.8	-0.5	-1.2	-4.4
> C[C@H](O)[C@@H]1C(=O)N2CCc3c([nH]c4ccccc34)[C@@H]2C[C@@H]1N(C)C(=O)OCc1ccccc1
  -23.9	0.3	1.7	.	-7.2	-0.1	.	-11.6
> CCCCn1c(N)c(N(CC(C)C)C(=O)c2ccc(Br)o2)c(=O)[nH]c1=O
  -15.5	0.0	.	0.8	-5.1	0.0	-0.6	0.5
> Cc1ccc(C)c(NC(=O)CN(C)C(=O)c2ccc3ncsc3c2)c1
  -14.2	0.3	.	2.5	4.0	0.0	0.1	-5.0
> COc1ccc(CN(C)C[C@@H]2Oc3ccc(NC(=O)Nc4ccc(OC)cc4)cc3C(=O)N([C@H](C)CO)C[C@H]2C)cc1
  6.1	0.0	.	67.3*	-8.0	0.8	3.7	0.9
> CCC(=O)NC1(C(F)(F)F)C(=O)Nc2c1c(=O)[nH]c(=O)n2CC(C)C (stereo not given)
  -10.3	-0.1	4.8	5.0	-0.5	0.1	-5.9	-0.3
> C[C@@H]1CN([C@H](C)CO)C(=O)c2c(c3ccccc3n2C)-c2ccccc2CO[C@@H]1CN(C)C(=O)c1cc(Cl)cc(Cl)c1
  21.0	0.5	-5.6	.	3.3	2.2	.	5.9
> O=C(NCCc1ccccc1)C(=O)NCC1OCCN1S(=O)(=O)c1ccc(Cl)cc1 (stereo not given)
  -10.3	-0.1	7.6	2.5	1.6	1.0	10.3	11.9
> O=C(Nc1nccs1)c1cncc(Br)c1
  -21.7	0.0	-0.4	.	-3.2	.	34.8	-16.0
> Cc1cc(C)c(CNC(=O)c2cc(C3CC3)nc3c2cnn3C(C)C)c(=O)[nH]1
  -17.1	-0.1	10.7	.	-2.4	1.7	5.4	14.8
> Cc1ccc(-c2ccc(CN3C(C(C)C)C(=O)N(Cc4cn(CCC5OCCCO5)nn4)CCS3(=O)=O)cc2)cc1 (stereo not given)
  -11.7	0.2	-18.2	-3.5	-1.0	0.5	3.1	-0.9
> CN(C)S(=O)(=O)c1ccc(C(=O)Nc2ccccn2)cc1
  -7.7	.	.	-1.0	-24.1	.	23.0	-78.5
> O=C(c1ccc(C(F)(F)F)cc1)C1CCCN(C(=O)CCn2cncn2)C1 (stereo not given)
  -8.5	0.1	0.4	6.9	-4.8	-0.3	8.5	.
> Cc1ccc(S(=O)(=O)N(C)C[C@H]2OCCCC[C@@H](C)Oc3ccc(NC(=O)Cc4ccccc4)cc3C(=O)N([C@@H](C)CO)C[C@H]2C)cc1
  -8.6	-0.1	-0.9	-7.2	-4.7	.	-5.7	5.8
> CCCCCc1cc(=O)oc2c(C(CCN(CC)CC)c3ccc(N(C)C)cc3)c(OC)cc(OC)c12 (stereo not given)
  59.7*	0.1	13.5	16.8	36.1	.	-5.0	20.9
> CC(=O)Nc1ccc2c(CSc3nnc(N)s3)cc(=O)oc2c1
  -3.2	0.0	0.6	.	-1.6	-2.6	.	0.7
> CC(C)(C)NC(=O)NC(=O)CN1C(=O)NC(c2ccccc2)(c2ccccc2)C1=O
  -8.1	0.0	-5.0	-7.0	-0.2	.	-3.3	-2.0
> O=C(OCCOc1cccc(Cl)c1)C1CCN(S(=O)(=O)c2ccccc2)CC1
  10.6	-0.1	0.2	3.8	-2.0	0.1	-2.1	.
> C[C@H](CO)N1C[C@H](C)[C@H](CN(C)Cc2ccc(C(=O)O)cc2)Oc2c(NC(=O)C3CC3)cccc2C1=O
  11.3	0.2	.	-10.9	-5.2	-0.4	-5.3	4.1
> Cc1ccnc(NC(=O)c2ccc(C(=O)c3ccccc3)cc2)c1
  -8.9	0.0	-10.7	-8.9	-0.7	2.3	-59.7	?
> CCCOC1CCCN(C(=O)c2cc(COc3ccc(F)c(F)c3)on2)C1 (stereo not given)
  -18.5	0.1	.	-3.8	-3.1	-0.4	47.1*	.
> C[C@@H]1CN([C@@H](C)CO)C(=O)c2cc(-c3cccnc3)cnc2O[C@H]1CN(C)C(=O)c1ccccc1F
  -2.5	-0.7	.	-4.6	-28.0	0.5	-4.0	-6.6
> Cc1ccc(S(=O)(=O)NC(=O)COc2ccccc2C)c(C)c1
  -3.6	0.1	-4.1	-2.7	-9.4	-0.1	3.2	7.0
> C[C@@H]1CN([C@H](C)CO)S(=O)(=O)c2ccc(-c3ccccc3)cc2O[C@@H]1CN(C)C
  3.4	-0.7	.	8.0	5.0	0.3	-8.4	-6.7
> O=C(Nc1ccccc1)C1CCCCN1S(=O)(=O)c1ccccc1 (stereo not given)
  -0.8	0.1	1.0	-2.0	-0.1	-0.3	1.8	3.7
> O=C(Nc1ccc(F)cc1)c1nc[nH]c1C(=O)O
  -2.4	0.0	-1.2	-10.3	-6.2	1.8	-8.3	7.1
> CC(C)CCC(C(=O)O)C(C)CC(=O)NNC(=O)c1ccco1 (stereo not given)
  2.8&-14.1	-0.2&0.2	-1.3&-2.8	-3.0&-1.6	-1.6&2.2	-0.1	1.8&-0.2	-3.9&1.5
> Brc1nc(Br)n(Cc2ccccc2)n1
  -4.3	0.4	3.0	0.7	-7.8	3.3	-2.1	8.5
> CCNS(=O)(=O)c1ccc(CCC(=O)NCc2ccc3c(c2)OCO3)cc1
  -8.2	-0.1	3.1	1.4	-2.0	0.5	4.7	5.0
> O=C(NC[C@@H]1CCCO1)c1cccc2c1C(=O)c1ccc(Cl)cc1S2(=O)=O
  -15.1	0.0	-3.2	-1.4	5.1	-0.1	8.1	16.2
> CC(=O)OCC(=O)c1c[nH]c2ccccc12
  -2.9	.	.	3.3	0.1	.	-1.0	-1.1
> N=C(N1CCCc2ccccc21)N1CCCc2ccccc21
  6.2	0.2	-2.8	1.4	-1.8	0.7	.	6.4
> O=c1c(-c2ccc(Cl)cc2)c[nH]n1-c1ccccc1
  -10.3	-0.1	0.9	-4.0	-3.2	0.0	41.1	-65.0
> C[C@@H]1CN([C@@H](C)CO)C(=O)c2cccc(NC(=O)Nc3ccc(F)cc3)c2O[C@H]1CN(C)Cc1ccc(C(=O)Nc2ccccc2N)cc1
  21.2	-0.6	-8.9	.	7.5	21.5	.	13.0
> CC1CC(C)CN(c2nc(N(C)c3ccccc3)nc(N)c2[N+](=O)[O-])C1 (stereo not given)
  -15.1	0.1	-7.4	.	3.4	.	.	-8.0
> CC(C)C[C@@H]1CN(CCCC[C@H]2CNC(=O)C(=O)N2CCC2CCCCC2)C(=O)C(=O)N1CCc1ccc(O)cc1
  -2.9	0.0	.	.	4.3	0.2	.	-13.0
> COc1ccc(S(=O)(=O)N2CCC(C(=O)NCCC(=O)Nc3ccc(Cl)cc3)CC2)cc1
  -2.0	0.2	-6.9	3.5	-5.4	.	0.9	14.4
> CCN(CC)S(=O)(=O)c1ccc(OC)c(NC(=O)c2cc3c(=O)n4ccccc4nc3s2)c1
  -5.0	-0.1	.	.	0.0	.	.	0.4
> COC(=O)CSc1nc(C)c2c(n1)CCCC2
  -12.1	0.1	-17.9	.	-3.4	.	.	1.9
> CC(C)C[C@H](NC(=O)c1ccc(Cl)cc1Cl)C(=O)N1CCC[C@H]1C(=O)NCc1ccccc1
  2.4	0.3	-22.4	.	1.1	0.2	.	-8.3
> Cc1cc(NC(=O)CSc2nc(C)c(C)c(=O)[nH]2)no1
  4.4	0.0	3.0	0.7	-0.6	.	1.1	5.0
> CN(C)S(=O)(=O)n1cnc([C@@H]2[C@H]3C(=O)OC[C@@H]3C[C@@]23N=CN(Cc2ccccc2)C3=O)c1
  12.6	0.0	-8.6	2.5	0.8	-0.1	-3.3	-1.9
> C[C@@H]1CN([C@H](C)CO)C(=O)Cc2cc(NS(=O)(=O)c3cn(C)cn3)ccc2O[C@H]1CN(C)Cc1ccc(Cl)c(Cl)c1
  15.7	0.7	.	-10.5	2.7	.	7.0	1.9
> Cc1ccc(S(=O)(=O)NC(C)CCc2ccccc2)cc1C(N)=O (stereo not given)
  -3.6	0.0	0.3	-1.6	1.9	.	4.6	-10.1
> CO[C@@H]1CN(C)C(=O)c2cc(NS(C)(=O)=O)ccc2OC[C@H](C)N(C(=O)CN(C)C)C[C@@H]1C
  -0.9	0.1	13.7	2.4	25.0	0.4	-8.2	0.1
> CN(C)/C=N/NC(=O)c1ccc(Cl)cc1
  -39.5	0.1	4.2	1.0	6.0	.	.	-1.0
> O=S(=O)(Cc1cc(NCc2ccccc2)nc(-c2ccccn2)n1)c1ccccc1
  -26.9	0.0	2.9	.	-0.6	.	.	22.1
> CCCN(C)C[C@@H]1OCCCC[C@@H](C)Oc2ccc(NC(=O)CCC(F)(F)F)cc2C(=O)N([C@@H](C)CO)C[C@@H]1C
  3.1	-0.1	.	-2.4	-12.3	0.0	-1.2	-0.1

2 records picked at random from the list so far:
Fields: RAD52 inh	XiGFP reactiv	FN deposition inh	RAD54 branch	S100A4 inh HTS	E-sel inducer	esBAF inh	EWS-Fli inh
> Cc1cc(NC(=O)CSc2nc(C)c(C)c(=O)[nH]2)no1
  4.4	0.0	3.0	0.7	-0.6	.	1.1	5.0
> CCN(CC)S(=O)(=O)c1ccc(OC)c(NC(=O)c2cc3c(=O)n4ccccc4nc3s2)c1
  -5.0	-0.1	.	.	0.0	.	.	0.4

Assay outcomes (PubChem BioAssay)

Random draw from the library; about 3% have a hit in one of these screens.
